# TDP1 inh = TDP1 (human) enzyme inhibition. Q9NUW8. recombinant TDP1, AlphaScreen DNA substrate cleavage. Potency, µM (doses to about 130 µM), for the others: top-dose activity change, negative = inhibition, most hits filed as inhibitors. 0.28% of 350,000 active; further: nearly all actives have a fitted effect of over 40% in size
# Target sequence (Q9NUW8 whole entry, looked up): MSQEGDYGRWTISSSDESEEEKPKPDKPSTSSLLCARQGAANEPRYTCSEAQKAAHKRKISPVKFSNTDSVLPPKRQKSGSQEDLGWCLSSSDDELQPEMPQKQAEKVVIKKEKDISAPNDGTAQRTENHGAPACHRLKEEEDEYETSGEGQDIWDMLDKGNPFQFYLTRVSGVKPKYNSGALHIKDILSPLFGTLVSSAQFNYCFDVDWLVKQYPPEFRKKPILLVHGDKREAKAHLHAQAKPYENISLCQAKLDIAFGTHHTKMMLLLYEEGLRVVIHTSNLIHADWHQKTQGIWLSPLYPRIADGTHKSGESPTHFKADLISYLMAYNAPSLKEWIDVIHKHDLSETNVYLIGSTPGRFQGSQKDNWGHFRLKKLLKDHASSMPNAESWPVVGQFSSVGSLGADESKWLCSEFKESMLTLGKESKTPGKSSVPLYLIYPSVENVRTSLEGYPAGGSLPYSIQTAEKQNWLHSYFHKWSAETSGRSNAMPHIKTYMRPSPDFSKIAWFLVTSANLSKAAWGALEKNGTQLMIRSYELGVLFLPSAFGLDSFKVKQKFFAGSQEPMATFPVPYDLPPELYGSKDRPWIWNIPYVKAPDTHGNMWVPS
#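 Tdp1 1 nM final; 15 min RT w/ cpd; substrate 15 nM, 5 min; beads 10 ug/ml, 10 min; AlphaScreen read. Neg ctrl: no enzyme.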
# N370S GC = N370S glucocerebrosidase modulation, Gaucher chaperone candidate. N370S GC spleen homogenate, 4MU-glucoside fluorescence. Potency, µM (titrated, usually from 59.4 µM), for the others: at the top dose activity change, negative = inhibition, hits mostly inhibitors. 0.092% of 330,000 active. AID 2101;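 further: 0% = full enzyme activity and -100% = no enzyme basal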
# FEN1 inhibitor = blocks human flap endonuclease 1; P39748; Recombinant FEN1 flap cleavage, fluorescence, 15 min; Potency, µM (doses to about 114 µM), for inactives: at the highest dose activity change, negative = inhibition, usual class: inhibitors; 0.35% of 390,000 active; further: nearly all actives have a fitted effect of over 65% in size
# Target sequence (P39748 whole entry, looked up): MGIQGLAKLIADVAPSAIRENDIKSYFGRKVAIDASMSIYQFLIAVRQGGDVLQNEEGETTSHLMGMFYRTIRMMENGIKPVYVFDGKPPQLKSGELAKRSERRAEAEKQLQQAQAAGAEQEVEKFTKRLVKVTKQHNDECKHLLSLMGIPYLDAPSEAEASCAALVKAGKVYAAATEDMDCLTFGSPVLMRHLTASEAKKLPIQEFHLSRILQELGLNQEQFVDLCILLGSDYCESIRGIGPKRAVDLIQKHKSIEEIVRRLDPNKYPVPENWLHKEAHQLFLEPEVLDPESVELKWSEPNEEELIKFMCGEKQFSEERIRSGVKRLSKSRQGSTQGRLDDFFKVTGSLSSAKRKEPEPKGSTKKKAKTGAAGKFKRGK
#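 Enzyme 10 nM, 15 min RT preincubation with compound; start with substrate 50 nM final; reads at 0 and 15 min; qHTS titration, four-parameter Hill fit.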
# The depositor's hits bear a star; ? = inconclusive; nt = no result given; & = joins results of further samples; [ ] = remark or other dose. The call rests on the fitted dose curve; in most records, active means well fitted curve in the direction sought with a large enough effect; inconclusive means small, poorly fitted or top-dose-only effect, or another doubt; inactive means no such curve, though single readings can be large; an effect the other way counts as inactive or inconclusive. Unless noted, on the % scale 0 is the no-effect control and ±100 the full control effect; potency means the concentration at half of the fitted maximal effect.
TDP1 inh,N370S GC,FEN1 inhibitor,molecule
-1%,nt,-8%,COc1ccc(N(C)S(=O)(=O)c2cccc(C(=O)OCC(=O)N3CC(C)CC(C)C3)c2)cc1 (stereo not given)
-5%,-8%,-1%,Cn1c(SCc2n[nH]c(=S)o2)nnc1-c1ccccc1
0%,nt,-16%,Cc1cccc(NC(=O)Nc2nnc(N(C)C3CCCCC3)s2)c1C
1%,-15%,2%,CCC(NC(=O)c1cc(COc2ccc(F)cc2Cl)on1)c1ccncc1 (stereo not given)
-7%,7%,5%,CCOC(=O)CSc1nc2sc(C)c(C)c2c(=O)[nH]1
1%,23%,-19%,CCOC(=O)C1=C(CSc2nc(CC)c(C)cc2C#N)OC(N)=C(C#N)C1c1ccccc1 (stereo not given)
7%,-13%,-5%,CCOc1ccc(NS(=O)(=O)c2ccc(NS(=O)(=O)c3ccccc3)cc2)cc1
8%,nt,-17%,Oc1ccc(-c2nc3ccccn3c2Nc2ccc3c(c2)OCCO3)cc1
nt,-3%,0%,Cc1ccc(C)c(-c2nnc(NC(=O)c3ccco3)o2)c1
nt,3%,11%,O=C(NC1CCCc2ccccc21)N[C@@H](Cc1ccccc1)C(=O)O (stereo not given in full)
1%,-3%,17%,Cc1ccc(-n2nc3c(=O)n(CC(=O)NC4CCCCCC4)nc(C)c3c2C)cc1
-3%[12.3 µM],8%[12.8 µM],nt,COC/C=C/C1=CC2=CC(=O)C(C)(OC(=O)c3cnc4ccccc4n3)C(=O)C2=CN1CCc1c[nH]c2ccccc12 (stereo not given)
-2%[56.1 µM],nt,0%,Cc1cccc(N2CCN(CC(=O)N(C3CCCC3)C3CCS(=O)(=O)C3)CC2)c1C (stereo not given)
3%,0%,-2%,COCCNC(=O)C1CCC(CNS(=O)(=O)c2ccc3c(c2)CC(C)N3C(=O)C2CC2)CC1 (stereo not given)
7%,0%,0%,Cc1ccc(S(=O)(=O)N2CCN(C(=O)COC(=O)CSc3ccccc3)CC2)c(C)c1
0%,2%,27%,CC(=O)N1C(C)(C)CC(=NOS(=O)(=O)c2ccccc2)CC1(C)C
3%,1%,4%,O=C(c1cc(COc2c(F)cccc2F)on1)N1CCC(c2ccncc2)CC1
3%,1%,6%,CCOC(=O)c1cnc(=O)[nH]c1C
1%,4%,-1%,Cc1ccc2nc(-c3ccc(NC(=O)C(C)N4C(=O)c5ccccc5C4=O)cc3)sc2c1 (stereo not given)
-1%,-5%,-3%,COC(=O)c1ccc(/C=N/OCC(=O)NCCc2ccc(OC)c(OC)c2)cc1

# A second format for some results above.
# Fields: TDP1 inh | N370S GC | FEN1 inhibitor
> COc1ccc(N(C)S(=O)(=O)c2cccc(C(=O)OCC(=O)N3CC(C)CC(C)C3)c2)cc1 (stereo not given)
→ -1% | nt | -8%
> Cn1c(SCc2n[nH]c(=S)o2)nnc1-c1ccccc1
→ -5% | -8% | -1%
> Cc1cccc(NC(=O)Nc2nnc(N(C)C3CCCCC3)s2)c1C
→ 0% | nt | -16%
> CCC(NC(=O)c1cc(COc2ccc(F)cc2Cl)on1)c1ccncc1 (stereo not given)
→ 1% | -15% | 2%
> CCOC(=O)CSc1nc2sc(C)c(C)c2c(=O)[nH]1
→ -7% | 7% | 5%
> CCOC(=O)C1=C(CSc2nc(CC)c(C)cc2C#N)OC(N)=C(C#N)C1c1ccccc1 (stereo not given)
→ 1% | 23% | -19%
> CCOc1ccc(NS(=O)(=O)c2ccc(NS(=O)(=O)c3ccccc3)cc2)cc1
→ 7% | -13% | -5%
> Oc1ccc(-c2nc3ccccn3c2Nc2ccc3c(c2)OCCO3)cc1
→ 8% | nt | -17%
> Cc1ccc(C)c(-c2nnc(NC(=O)c3ccco3)o2)c1
→ nt | -3% | 0%
> O=C(NC1CCCc2ccccc21)N[C@@H](Cc1ccccc1)C(=O)O (stereo not given in full)
→ nt | 3% | 11%
> Cc1ccc(-n2nc3c(=O)n(CC(=O)NC4CCCCCC4)nc(C)c3c2C)cc1
→ 1% | -3% | 17%
> COC/C=C/C1=CC2=CC(=O)C(C)(OC(=O)c3cnc4ccccc4n3)C(=O)C2=CN1CCc1c[nH]c2ccccc12 (stereo not given)
→ -3%[12.3 µM] | 8%[12.8 µM] | nt

# More compounds
TDP1 inh,N370S GC,FEN1 inhibitor,molecule
2%,-5%,?,CCOC(=O)Cc1nnc(NC(=O)CSc2nnc3c4ccccc4n(C)c3n2)s1
4%&3%,4%,0%&-3%,COc1ccccc1N1CCN(C(=O)CSc2nc(C)cc(=O)[nH]2)CC1
-1%,-3%,5%,CC(C)n1c(C(F)(F)F)nc2cc(C(=O)N3CCCCC3)ccc21
3%,0%,0%,O=C(CNC(=O)c1ccccc1F)NC1=NCCS1
4%,0%,17%,NC(=O)CC(NC(=O)Cc1ccc(Br)cc1)c1ccc(N2CCC(Cc3ccccc3)CC2)c([N+](=O)[O-])c1 (stereo not given)
11%,0%,-12%,CCCc1nn(-c2ccccc2)c2c1C(c1cccs1)C(C#N)=C(N)O2 (stereo not given)
0%,nt,-12%,C/C=C(\C)C(=O)O[C@H](c1cc2ccc(=O)oc2cc1OC)[C@@H](O)C(C)(C)O
3%,-5%,-9%,COc1ccc(C(=O)Nc2ccc3c(c2)nc(CN2CCCC2)n3C)cc1
nt,-10%,5%,COc1cccc(C(=O)C2CCCN(Cc3cn(C)nc3-c3ccccc3)C2)c1 (stereo not given)
9%[56.1 µM],-6%,nt,CC(C)OC(=O)c1cc2c(OC[C@@H](O)CNC(C)(C)C)cccc2[nH]1
4%,-11%,-12%,Cc1nc(=O)c(-c2ccccc2)c(C)n1Cc1ccccc1
2%,-15%,3%,COc1ccc(NC(=O)CSc2nnnn2C2CCCC2)c(OC)c1
4%[56.1 µM],-3%,6%,COc1cc(/C=N/NC(=O)c2ccccn2)ccc1OC(=O)c1ccccc1Br
3%,?,-3%,O=C(NN1C(=O)c2ccccc2NC1c1ccccc1OCc1ccccc1)c1ccncc1 (stereo not given)
6%,6%,7%,O=C(Nc1ccccc1)c1cnc[nH]1
11%,nt,10%,CN(C)N=C1c2cc(S(=O)(=O)N3CCOCC3)ccc2-c2ccc(S(=O)(=O)N3CCOCC3)cc21
0%,14%,-5%,C=CCNC(=O)c1ccccc1NS(=O)(=O)c1ccc(SC)cc1
nt,-9%,18%,O=C(CN1C(=O)NC2(CCCC2)C1=O)OCc1ccc(F)cc1
0%,nt,-1%,CC(OC(=O)c1cccnc1Cl)C(=O)NCc1ccccc1 (stereo not given)
-3%,9%,7%,CCOC(=O)C(Oc1ccc2c(-c3ccccc3)cc(=O)oc2c1C)c1ccccc1 (stereo not given)
nt,-1%,6%,CCc1ccc(NC(=O)CSc2nc(NS(=O)(=O)c3ccccc3)cc(=O)[nH]2)cc1
2%,5%,2%,Cc1ccc(C)c(Nc2nc3c(S(=O)(=O)c4ccccc4)nnn3c3ccccc23)c1
7%,?,-7%,C=C(C)CSc1nc(C)c(Cc2ccccc2)c(=O)[nH]1
2%,2%,6%,Cc1ccc2[nH]c(=O)c(CN(CC3CCCO3)S(=O)(=O)c3cccc4nsnc34)cc2c1 (stereo not given)
-2%,-9%,-3%,O=C(c1cccc2ccccc12)C1CCCN(C(=O)CCc2cnccn2)C1 (stereo not given)
1%,4%,-1%,O=C(COc1ccccc1)N=C1SC2CS(=O)(=O)CC2N1Cc1ccccc1 (stereo not given)
-11%,nt,-2%,O=C(CCC1CCCC1)Nc1cc(Cl)ccc1N1CCOCC1
3%[0.505 µM],-21%,-1%,CCCCn1c(N)c(N(CC(C)C)C(=O)c2ccc(N3C(=O)c4ccccc4C3=O)cc2)c(=O)[nH]c1=O
4%,-10%,-13%,COc1ccc(OC)c(/C=N/c2oc(-c3ccco3)c(-c3ccco3)c2C#N)c1
nt,-2%,9%,Cc1cc(=O)[nH]c(SCC(=O)c2ccc(O)c(O)c2)n1
2%,8%,11%,O=C(CN1C(=O)c2ccccc2C1=O)Nc1sc2c(c1C(=O)NCC1CCCO1)CCC2 (stereo not given)
4%,-5%,45%[activator],FC(F)(F)c1cccc(Nc2nc(N3CCOCC3)nc(N3CCOCC3)n2)c1
1%,0%,1%,CCC(C(=O)N1CCCCCC1)n1nc(C)n2c(cc3occc32)c1=O (stereo not given)
3%,nt,-5%,CC(=O)c1ccc(NC(=O)CCc2c(C)nc3c(c2C)c(=O)n(C)c(=O)n3C)cc1
3%,0%,-10%,O=C(C1=C[C@H](C2CC2)C[C@H](OCCCCO)O1)N1CCN(Cc2ccccc2)CC1
5%,-26%,0%,CCCCOc1ccc(C(=O)NCC(=O)NCC(=O)OCC)cc1
-1%,2%,-12%,Cc1cccc(Oc2nccc(C(F)(F)F)c2C(=O)Nc2ccc(F)cc2F)c1
nt,0%,0%,Cc1[nH]c2ccccc2c1CCNC(=O)c1ccc2nccnc2c1
-2%,-2%,?,COc1ccc(OC)c(C2CC(=O)OC3=C2C(=O)CC(C)(C)C3)c1 (stereo not given)
4%,-9%,1%,COC(=O)N/N=C/c1ccc([N+](=O)[O-])s1
2%,nt,15%,CCCSC1=NC2(CCN(C(=O)NC3CCCCC3)CC2)N=C1c1ccc(OC)cc1
0%,-2%,-8%,COc1ccc(/C=N/Nc2cc(N(C)C)nc(N(C)C)n2)cc1
3%,3%,8%,O=C(COc1ccc(Cl)cc1Cl)NN=C1c2ccccc2-c2ccccc21
3%,14%,7%,COc1ccc(Nc2nnc(SCC(=O)c3cc(C)n(CC4CCCO4)c3C)s2)cc1 (stereo not given)
3%,nt,-3%,CCC1CCCCN1CCCNC(=O)c1cc2c(=O)n(CC)c3ccccc3c2s1 (stereo not given)
4%,-1%,1%,CC1CN(c2ccc(Cl)cc2[N+](=O)[O-])CCN1S(C)(=O)=O (stereo not given)
3%,-3%,2%,O=C(Cn1nc(-c2ccccc2)c2ccccc2c1=O)NCCN1CCOCC1
6%,-4%,3%,CCOc1ccccc1C1CC(=O)NC(SCC(=O)Nc2nccs2)=C1C#N (stereo not given)
3%,8%,2%,COc1cc(NC(=O)c2onc(C)c2Cl)c(OC)cc1Cl
nt,2%,-6%,CCCCCn1nc(C(=O)N(CC(C)C)c2c(N)n(CCCC)c(=O)[nH]c2=O)c2ccccc2c1=O
3%,24%,-11%,COC(=O)C1CCN(C(=O)c2oc3c(Cl)cc(C)cc3c2C)CC1
7%,nt,-3%,Cc1ccc(CNC(=O)c2nn(-c3ccc(Cl)cc3)nc2CO)cc1
-1%,18%,2%,O=C(O)c1cccnc1SCC(=O)C12CC3CC(CC(C3)C1)C2
-3%,nt,-6%,COc1cccc(CSc2nc3n(n2)C(c2cccs2)C(C(=O)Nc2ccccc2C)=C(C)N3)c1 (stereo not given)
8%,-1%,8%,CC(C)(C)CC(C)(C)N=C1NS(=O)(=O)c2cc([N+](=O)[O-])ccc21
-6%,2%,-11%,COC(=O)CCC(=O)Nc1cccc(C(=O)Nc2cccc(Cl)c2)c1
nt,1%,2%,CCCS(=O)(=O)N1CCCC(C(=O)Oc2ccc(Cl)cc2)C1 (stereo not given)
1%,nt,-3%,O=C(NCc1cccnc1)C1CCN(S(=O)(=O)c2cccc(C(F)(F)F)c2)CC1
8%,4%,2%,CCOCC(=O)Nc1ccc2c(c1)OCCO2
4%,-1%,-1%,O=S(=O)(NC1CC1)c1ccc(S(=O)(=O)N(Cc2ccccn2)C2CCCC2)cc1

# (more compounds)
TDP1 inh,N370S GC,FEN1 inhibitor,molecule
3%,-19%,-3%,O=C(CCn1nc(-c2ccccc2)c2ccccc2c1=O)NN1CCOCC1
8%,?,4%,O=C(NCCN1CCOCC1)c1cc(-c2ccc(Cl)s2)nc2ccccc12
6%,6%,-4%,CSC1=N/C(=C\C=C\c2cccs2)C(=O)S1
8%,1%,?,COc1ccc(S(=O)(=O)N2CCOCC2)cc1NC(=O)CSc1cccc[n+]1[O-]
0%,nt,-8%,COc1ccc(-c2nnn(CC(=O)Nc3ccc4c(c3)OCCO4)n2)cc1OC
3%,1%,20%,O=C(CS(=O)(=O)Cc1ccccc1)Nc1ccccc1Cl
6%,0%,-2%,COc1ccccc1C1C(C(=O)c2cc3ccccc3o2)=C(O)C(=O)N1CCN(C)C (stereo not given)
2%,4%,-5%,Cc1onc(C(=O)/C=C/N(C)C)c1C(=O)Nc1nccs1
1%,nt,4%,O=c1c2c3c(sc2n(Cc2ccc(F)cc2Cl)c(=O)n1-c1ccc(Cl)cc1)CCC3
7%,-4%,-5%,O=C(CSc1nnc2ccc(-c3ccncc3)nn12)c1cccs1
2%,-1%,18%,Cc1cc(=O)n2nc(N3CCCC(C(=O)NC4CCC(C)CC4)C3)sc2n1 (stereo not given)
3%,7%,6%,CCN(CC)C(=O)C1CCN(Cc2cn(C)nc2-c2ccc(Oc3ccccc3)cc2)CC1
0%,9%,10%,CC(C)CNS(=O)(=O)c1ccc(OCC(=O)Nc2ccc3c(c2)OCCO3)cc1
3%,?,-1%,CCN(C1=NS(=O)(=O)c2ccccc21)N(CC)S(=O)(=O)c1ccc(C)cc1
7%,1%,-6%,CC(C)n1nc(C(=O)Nc2nnc(SCc3c(Cl)cccc3Cl)s2)c2ccccc2c1=O
8%,-3%,1%,O=C(CN1CCN(c2ccccc2)CC1)N1N=CCC1c1ccccc1 (stereo not given)

# Source: PubChem BioAssay (National Center for Advancing Translational Sciences (NCATS))
